Bioassay records deposited in PubChem BioAssay by NCI.
Growth percent in the NCI-60 one-dose screen (48 h, 10 µM unless noted): 100 = growth as untreated, 0 = no growth, -100 = all killed.
RPMI-8226: RPMI-8226 leukemia cells; 77,000 tested, 7.5% active; AID 1794781
MOLT-4: MOLT-4 leukemia cells | 80,000 tested, 6.9% active | AID 1794779
MDA-MB-231: MDA-MB-231 breast cancer; 81,000 tested, 5% active
MDA-MB-435: MDA-MB-435 melanoma | 82,000 tested, 7.8% active
MDA-MB-468: MDA-MB-468 breast cancer. 78,000 tested, 8.5% active
MCF7: MCF7 breast cancer; 82,000 tested, 6.3% active; AID 1794796
SR: SR leukemia cells; 73,000 tested, 8.7% active
K-562: K-562 leukemia; 78,000 tested, 7.4% active
The depositor's hits bear a star; · = no result given; & = joins results of further samples. The calls were made as follows: active = growth percent below 10; inactive = the rest.

SMILES	RPMI-8226	MOLT-4	MDA-MB-231	MDA-MB-435	MDA-MB-468	MCF7	SR	K-562
O=C(O)CC1Sc2ccccc2NC1=O (stereo not drawn)	96	93	108	104	163	255	61	70
CCCCCCCCCCCCCCCCCC1=NC(C)(C)CN1CC(C)O (stereo not drawn)	79	35	-9.0*	51	115	42	-14*	-26*
Clc1ccc(C(=Cc2ccccc2)c2ccc(Cl)cc2)cc1	103	93	111	106	112	94	103	103
CC(C)OCCCNc1nc(-c2ccccc2)n2ncc(C#N)c2n1	·	73	103	100	114	98	75	·
O=C(c1cc2cccnc2n1-c1ccc(Cl)c(Cl)c1)N1CC(F)(F)C1	100	101	102	122	107	108	109	102
COC(=O)C(CC(=O)Nc1ccc(C(=O)c2nccn2C)cc1)c1ccc(C(F)(F)F)cc1 (stereo not drawn)	102	97	95	98	96	94	87	94
COc1ccc(Oc2nc(NC3CC3)nc(Oc3ccc(OC)cc3)n2)cc1	94	100	103	102	92	110	102	112
CCOC(=O)c1[nH]c2cc(Cl)ccc2c1C(C(=O)NC1CCCCC1)N1CCN(CC)C(=O)c2ccccc2C1=O (stereo not drawn)	86	87	77	98	99	86	78	92
Clc1cc2cc(-c3nc4ccccc4s3)c(Cl)nc2cc1Cl	93	79	80	102	98	86	81	77
CN(C)NC(=S)Nc1ccccc1	98	102	103	111	101	100	92	100
CC(C)OCCc1cccc[n+]1[O-]	107	102	104	98	105	108	102	97
COc1ccc(/C=C/C(=O)c2ccc(NC(=O)CSc3nnc(-c4ccc5nc(-c6ccccc6)[nH]c5c4)o3)cc2)cc1OC	85	93	106	108	112	73	96	112
CCCc1oc2cc(O)ccc2c(=O)c1Oc1ccc(F)cc1	94	80	117	102	98	113	97	99
CC(=O)c1ccc(NNc2ccccc2)cc1	94	76	80	65	88	89	48	41
N#Cc1c(-c2ccc(F)cc2)nc(N=Nc2c(O)[nH]c3ccc(Cl)cc23)nc1N1CCOCC1	80	49	27	67	47	40	47	62
COc1ccc(N=Nc2ccc(N)nc2N)cc1	·	·	98	94	·	90	·	100
CCCCCCCCCCCCCCCC(=O)OC[C@H](NC(=O)C(Cl)Cl)[C@H](O)c1ccc([N+](=O)[O-])cc1	85	89	105	102	102	103	99	101
CCCC/C=C\C/C=C\CCCCCCCCc1nc(-c2cc(OC)c(OC)c(OC)c2)no1	102	88	93	100	92	85	95	87
C=Cc1cc[n+](CCCCCCCCCCCC)cc1	104	95	100	104	102	106	97	94
O=C(NCc1ccccc1)/C(=C/c1cccc([N+](=O)[O-])c1)CC(=O)c1ccc(Cl)c(Cl)c1	94	·	104	101	106	96	95	·
C[C@]12C[C@H](c3ccc(OS(N)(=O)=O)cc3)C3=C4CCC(=O)C=C4CC[C@H]3[C@@H]1CC[C@@]2(O)C(F)(F)C(F)(F)F	78	68	85	106	91	86	68	62
CCCn1c(=S)sc2c1nc(C)n1c(Nc3ccccc3)nnc21	46	31	84	64	51	77	61	38
Brc1ccc2[nH]c(-c3c[nH]c4ncccc34)nc2n1	92	78	87	102	105	79	64	88
O=C1CSC(=Nc2ccc(OCc3nnc(-c4ccc(Cl)cc4)o3)cc2)N1	·	78	96	95	89	78	83	93
O=C(c1nnc(NC2CCCCC2)o1)c1c[nH]c2ccccc12	105	87	111	106	107	68	70	91
SMILES	RPMI-8226	MOLT-4	MDA-MB-231	MDA-MB-435	MDA-MB-468	MCF7	SR	K-562
O=C(CSc1nnc(-c2ccc3nc(-c4ccc(Cl)cc4)[nH]c3c2)o1)Nc1ccc(Br)cc1	0.5*	-0.9*	-97*	-88*	-4.0*	-25*	3.3*	5.2*
CC1(C)N=C(c2ccccc2)C(c2ccccc2)=N1	94	84	98	115	99	104	90	95
COc1ccc2c(c1)OCCN1C(=O)Nc3ccccc3C21 (stereo not drawn)	99	91	95	104	102	92	87	93
Fc1ccc(-c2ncnc3c2ncn3C/C=C/CCl)cc1	89	72	98	82	84	76	68	106
CNS(C)(=O)=O	93	95	112	103	96	102	96	102
O=C(NC1CCCCC1)/C(=C\c1ccc(/C=C(/NC(=O)c2ccccc2)C(=O)NC2CCCCC2)cc1)NC(=O)c1ccccc1	99	96	108	96	116	89	89	105
CC1(C)CC[C@]23CC[C@]4(C)[C@H](CC[C@@H]5[C@@]6(C)C=CC(=O)C(C)(C)[C@@H]6CC[C@]54C)[C@H]2[C@H]1OC3=O	100	94	92	90	92	95	64	107
COc1ccccc1CNCCCN1C(=O)c2ccc3c4c(ccc(c24)C1=O)C(=O)N(CCCNCCCN)C3=O	17	-25*	12	-69*	·	-43*	10	·
Cc1nc(N)[nH]c(=O)c1CCCNS(=O)(=O)c1ccc([N+](=O)[O-])cc1	108	94	104	112	107	98	87	105
O=C1c2cccc3c(N4CCOCC4)ccc(c23)C(=O)N1c1nc2ccccc2s1	103	106	79	98	97	99	97	112
CCOC(=O)c1ccc(NC(=O)Nc2ccc(-c3ccc(F)cc3)nc2C)cc1	88	100	110	101	105	81	84	93
CCOC(=O)Nc1ccc(C(=O)OCC)cc1	101	95	110	104	103	105	94	98
C[C@H](NC(=O)[C@@H]1CSSC[C@@H](NC(=O)Cc2nc3ccccc3cc2O)C(=O)NCC(=O)N1C)c1ccccc1	87	-17*	71	71	17	52	-3.1*	44
COc1ccc(CCN(C)CCCC(C#N)(c2ccc(OC)c(OC)c2)C(C)C)cc1OC (stereo not drawn)	·	·	·	·	90&98	·	·	·
Cc1cccc(NC(=O)Oc2ccc(Cl)c3cccnc23)c1	88	99	97	98	104	92	69	100
O=C1c2ccccc2-c2c1c1c3ccccc3n(CCBr)c1c1c3ccccc3n(CCBr)c21	90	85	85	106	116	82	81	75
CCCCn1c(-c2cccc(O)c2)cn2c3c(=O)[nH]c(=O)n(C)c3nc12	89	·	85	106	100	101	·	90
CC1CC(=O)N2CCc3cncn3C12C (stereo not drawn)	104	105	113	104	93	92	120	102
CCN[C@@H]1C[C@H](N)[C@@H](O[C@H]2OC(CN)=CC[C@H]2N)[C@H](O)[C@H]1OC1OC[C@](C)(O)[C@H](NC)[C@H]1O (stereo partly drawn)	108	102	115	110	125	114	100	·
Cc1ccccc1Nc1cc(O)c2c(=O)cc(-c3ccccc3)oc2c1	30	26	51	1.9*	-2.1*	15	7.9*	10
Nc1nc(Cl)cc(NCc2ccc(CNc3cc(Cl)nc(N)n3)cc2)n1	103	71	83	106	·	103	139	48
NC(=O)C(=O)c1c[nH]c2ccccc12	104	98	114	105	118	94	95	101
O=S(=O)(NCCCNc1cc(-c2cn(-c3ccccc3)nc2-c2cccc(O)c2)ccn1)c1ccc(Br)cc1	3.5*	-5.4*	-21*	10.0*	-27*	7.3*	-12*	-21*
CCCCCCCCCCCCCCCCCC1=NCCN1CS(=O)(=O)O	65	12	-16*	-20*	99	30	-3.3*	-11*
C=CCOc1c(C)cc(C)cc1C	114	124	92	106	87	102	108	127

Individual results from the results shown:
O=C1c2cccc3c(N4CCOCC4)ccc(c23)C(=O)N1c1nc2ccccc2s1 in K-562 is entered as 112
CCOC(=O)c1ccc(NC(=O)Nc2ccc(-c3ccc(F)cc3)nc2C)cc1 in SR is entered as 84
Cc1cccc(NC(=O)Oc2ccc(Cl)c3cccnc23)c1 in MDA-MB-468 is entered as 104

(more compounds)
SMILES	RPMI-8226	MOLT-4	MDA-MB-231	MDA-MB-435	MDA-MB-468	MCF7	SR	K-562
Clc1ccc(Nc2cccc(-c3cn[nH]c3)c2)cc1	83	70	86	94	80	73	·	78
CC1=NN(c2cccc(Cl)c2)C(=O)/C1=C\c1ccc[nH]1	91	103	81	92	81	60	103	84
CC1Nc2cccc3cccc(c23)NC1=O (stereo not drawn)	62	88	91	100	120	90	37	72
Nc1ccn(CCOc2nc(-c3ccc(F)cc3)cc(-c3ccco3)n2)c(=O)n1	99	93	110	109	107	92	83	114
O=C(CN1C(=O)CSC1=O)Nc1ccc(C(=O)/C=C/c2cc3ccccc3nc2Cl)cc1	-13*	36	90	26	49	12	37	37
Cc1ccc([C@@H]2C[C@@H]3Cc4cc(F)ccc4N2O3)s1	100	91	109	95	96	103	94	97
c1ccc2cc3c(cc2c1)Nc1cc2ccccc2cc1N3	59	94	85	96	·	83	22	59
CCCCC[n+]1ccc(SCC(=O)N(C)c2cccc3ccccc23)c2ccccc21	·	97	105	101	82	94	95	44
Cc1cc(C)c(N(C)N=O)c(C)c1N(C)N=O	101	105	95	103	99	93	117	81
COc1cc(C2=NN(C(C)=O)C(c3sc(N(C)Cc4ccccc4)nc3Cl)C2)cc(OC)c1OC (stereo not drawn)	38	89	82	98	84	78	83	63
Nc1nc2ccccc2c2c(=O)c3c(Cl)cccc3sc12	100	102	95	104	42	32	93	99
CC1(C)C2CCC1(C)C1(C2)OC(CCl)CS1 (stereo not drawn)	108	106	95	116	93	100	99	124
COc1ccc(C2=NN(/C=c3\s/c(=C(\C#N)C(=O)Nc4ccccc4C)n(-c4ccccc4)c3=O)C(c3ccc(OC)cc3)C2)cc1 (stereo not drawn)	107	115	105	106	108	81	108	105
CN1CCN(c2nc(SCc3ccc([N+](=O)[O-])cc3)nc(-c3ccc(F)cc3)c2C#N)CC1	82	82	65	98	88	82	108	77
Cc1cc(C)c(N=Nc2cc(C)c(N=Nc3c(S(=O)(=O)O)cc4cc(Nc5ccccc5)ccc4c3O)cc2C)c(S(=O)(=O)O)c1	103	97	105	110	113	97	88	102
CCOC(=O)n1cc(-c2nonc2-c2cn(C)c3ccccc23)c2ccccc21	39	23	46	-8.0*	13	22	20	11
CCOC(=O)c1ccc(N=Cc2sc(Nc3ccc(Cl)cc3)nc2O)cc1	98	99	97	102	103	94	111	104
CNC(=O)NCC1OC(n2cnc3c(NC(=O)Nc4ccccc4)ncnc32)C(O)C1O (stereo not drawn)	90	·	90	95	98	91	·	60
Cc1ccc2nc(NC(=O)CSc3nc(-c4ccccc4)c(C#N)c(N4CCOCC4)n3)sc2c1	65	68	88	94	65	79	88	80
C[Si](C)(CCl)O[Si](C)(C)CCl	113	108	95	105	107	104	99	123
N=C(N)c1ccc(-c2ccc(-c3cccs3)s2)s1	-47*	-56*	-74*	-88*	-90*	-65*	-51*	-68*
CCc1nc(C#N)c(N2CCC(c3nc(-c4ccc(F)cc4)no3)CC2)o1	93	104	96	103	95	98	101	99

Part of the list above in order of number of heavy atoms, lowest first.
SMILES	RPMI-8226	MOLT-4	MDA-MB-231	MDA-MB-435	MDA-MB-468	MCF7	SR	K-562
C[Si](C)(CCl)O[Si](C)(C)CCl	113	108	95	105	107	104	99	123
NC(=O)C(=O)c1c[nH]c2ccccc12	104	98	114	105	118	94	95	101
CC1(C)C2CCC1(C)C1(C2)OC(CCl)CS1 (stereo not drawn)	108	106	95	116	93	100	99	124
Brc1ccc2[nH]c(-c3c[nH]c4ncccc34)nc2n1	92	78	87	102	105	79	64	88
C=Cc1cc[n+](CCCCCCCCCCCC)cc1	104	95	100	104	102	106	97	94
Nc1nc2ccccc2c2c(=O)c3c(Cl)cccc3sc12	100	102	95	104	42	32	93	99
COc1ccc2c(c1)OCCN1C(=O)Nc3ccccc3C21 (stereo not drawn)	99	91	95	104	102	92	87	93
O=C(c1nnc(NC2CCCCC2)o1)c1c[nH]c2ccccc12	105	87	111	106	107	68	70	91
CCCn1c(=S)sc2c1nc(C)n1c(Nc3ccccc3)nnc21	46	31	84	64	51	77	61	38
Cc1ccccc1Nc1cc(O)c2c(=O)cc(-c3ccccc3)oc2c1	30	26	51	1.9*	-2.1*	15	7.9*	10
COc1ccc(Oc2nc(NC3CC3)nc(Oc3ccc(OC)cc3)n2)cc1	94	100	103	102	92	110	102	112
O=C1c2cccc3c(N4CCOCC4)ccc(c23)C(=O)N1c1nc2ccccc2s1	103	106	79	98	97	99	97	112
O=C(CN1C(=O)CSC1=O)Nc1ccc(C(=O)/C=C/c2cc3ccccc3nc2Cl)cc1	-13*	36	90	26	49	12	37	37
CN1CCN(c2nc(SCc3ccc([N+](=O)[O-])cc3)nc(-c3ccc(F)cc3)c2C#N)CC1	82	82	65	98	88	82	108	77
N#Cc1c(-c2ccc(F)cc2)nc(N=Nc2c(O)[nH]c3ccc(Cl)cc23)nc1N1CCOCC1	80	49	27	67	47	40	47	62
Cc1ccc2nc(NC(=O)CSc3nc(-c4ccccc4)c(C#N)c(N4CCOCC4)n3)sc2c1	65	68	88	94	65	79	88	80
COc1ccccc1CNCCCN1C(=O)c2ccc3c4c(ccc(c24)C1=O)C(=O)N(CCCNCCCN)C3=O	17	-25*	12	-69*	·	-43*	10	·
O=C(NC1CCCCC1)/C(=C\c1ccc(/C=C(/NC(=O)c2ccccc2)C(=O)NC2CCCCC2)cc1)NC(=O)c1ccccc1	99	96	108	96	116	89	89	105
